Bioassay records: PubChem BioAssay, NMMLSC
Bcl-XL Bim block = disrupts Bim peptide binding to human Bcl-XL | bead flow cytometry, fluorescence | inhibition, % at 10 µM | 0.04% of 190,000 active | Q07817
Target sequence (Q07817 whole entry, looked up): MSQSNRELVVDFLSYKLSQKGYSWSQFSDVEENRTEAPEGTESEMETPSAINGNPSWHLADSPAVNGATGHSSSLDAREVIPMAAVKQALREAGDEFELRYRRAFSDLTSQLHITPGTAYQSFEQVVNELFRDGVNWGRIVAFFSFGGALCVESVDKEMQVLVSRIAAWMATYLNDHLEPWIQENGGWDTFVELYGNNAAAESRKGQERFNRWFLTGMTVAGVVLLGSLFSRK
RGS7-Gao reg = modulates binding of RGS7 to human Galphao | 0.35% of 220,000 active | Multiplexed bead flow cytometry; actives lie on both sides | AID 1439 | binding response (% of control), % at 10 µM | P09471; in the data active = binding response below about 49% or above about 150%; inconclusive = no clear call, values can overlap the other calls; inactive = in between;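 also: fluorescent Galphao held in activated GDP-AlF4 state binding bead-coupled RGS7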
RGS4-Gao reg = modulates binding of RGS4 to human Galphao. AID 1415. Multiplexed bead flow cytometry; actives lie on both sides. binding response (% of control), % at 10 µM. 0.33% of 220,000 active. P09471; in the data active = binding response below about 49% or above about 150%; inactive = in between;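 also: fluorescent Galphao activated with aluminum fluoride binding bead-coupled RGS4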
GSH fluor = GSH bead compound fluorescence profile; GSH beads flow cytometry, compound fluorescence 488/530 nm; stronger effect = higher value; 0.25% of 190,000 active; fluorescence (KMESF) at 10 µM; in the data active = fluorescence above about 89;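 also: glutathione beads carrying GST-tagged Bcl family fusion proteins plus one bare bead set; values are compound well signal with DMSO vehicle wells as background; inactives centre near 16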
Bim-Bcl-W = human Bim-Bcl-W interaction inhibition | Q92843 | bead-based flow cytometry, Bim peptide-Bcl-W binding | inhibition, % at 10 µM | 0.02% of 190,000 active;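 also: 0% = bound tracer without compound and 100% = peptide blocker; higher means less fluorescent Bim peptide bound to Bcl-W beads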
Target sequence (Q92843 whole entry, looked up): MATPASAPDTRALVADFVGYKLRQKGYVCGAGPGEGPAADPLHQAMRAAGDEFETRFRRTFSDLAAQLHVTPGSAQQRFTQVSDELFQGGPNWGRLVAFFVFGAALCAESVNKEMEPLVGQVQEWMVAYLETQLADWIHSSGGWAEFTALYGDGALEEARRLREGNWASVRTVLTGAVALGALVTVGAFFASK
Bcl-2 Bim block = disrupts Bim peptide binding to human Bcl-2; P10415; Bead-based flow cytometry, Bim peptide-Bcl-2 binding; inhibition, % at 10 µM; 0.06% of 190,000 active; AID 950; in the data active = inhibition above about 40%; inconclusive = no clear call, values can overlap the other calls;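 also: 0% = no compound wells with probe peptide and 100% = reference peptide inhibitor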
Target sequence (P10415 whole entry, looked up): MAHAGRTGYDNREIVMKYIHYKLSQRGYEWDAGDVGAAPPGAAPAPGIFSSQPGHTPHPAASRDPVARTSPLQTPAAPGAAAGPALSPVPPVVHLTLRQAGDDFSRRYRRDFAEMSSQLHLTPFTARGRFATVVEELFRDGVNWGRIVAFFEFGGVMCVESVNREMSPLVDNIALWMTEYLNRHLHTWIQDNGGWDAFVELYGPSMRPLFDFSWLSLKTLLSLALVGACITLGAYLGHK
Bcl-B Bim block = inhibitors of Bim-Bcl-B interaction, human. inhibition, % at 10 µM. bead-based flow cytometry, Bim peptide-Bcl-B binding. 0.073% of 190,000 active. Q9HD36;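 also: 0% = tracer peptide without compound and 100% = reference inhibitor peptide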
Target sequence (Q9HD36 whole entry, looked up): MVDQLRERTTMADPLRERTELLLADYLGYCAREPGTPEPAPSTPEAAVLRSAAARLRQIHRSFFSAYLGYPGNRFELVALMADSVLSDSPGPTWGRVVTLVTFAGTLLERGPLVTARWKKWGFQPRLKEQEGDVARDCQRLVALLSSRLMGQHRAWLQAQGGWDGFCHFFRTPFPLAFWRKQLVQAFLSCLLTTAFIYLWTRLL
RGS8-Gao = regulators of human RGS8-Galphao interaction; P09471; multiplexed bead flow cytometry, RGS8-Galphao binding; actives lie on both sides; response (percent of control binding), % at 10 µM; 0.34% of 220,000 active; in the data active = response below about 60% or above about 140%; inactive = in between;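 also: Galphao activated as the GDP aluminium fluoride complex binding bead-coupled RGS8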
ABCB1 inh = human ABCB1 inhibition, ABCG2 as counter-screen; CCRF-Adr cells, JC-1 efflux, flow cytometry; inhibition, % at 6.6 µM; 0.067% of 190,000 active; in the data active = inhibition above about 40%;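 also: 0% = vehicle and 100% = reference inhibitor; higher value means more JC-1 retained so stronger ABCB1 efflux block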
Bim-Bfl-1 = human Bim-Bfl-1 interaction inhibition. Bead-based flow cytometry, Bim-Bfl-1 binding inhibition. 0.12% of 190,000 active. inhibition, % at 10 µM;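 also: 0% = wells without compound plus tracer and 100% = blocker peptide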
ABCG2 block = human ABCG2 inhibition, ABCB1 as counter-screen; Q9UNQ0; IgMXP3 cells, JC-1 efflux, flow cytometry; inhibition, % at 6.6 µM; 0.1% of 190,000 active;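 active = inhibition above 80%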;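 also: 0% = DMSO and 100% = nicardipine control wells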
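test system = two drug-resistant human cell lines, ABCG2 and ABCB1 | amount = 3 million cells/mL final, two lines in 1:1 ratio | reagent = JC-1 transporter substrate | doses = one concentration, 6.6 µM final | incubation = 10 min at 25 °C | signal = flow cytometric JC-1 green MFI at 530 nm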
* marks the source's active call; other numbers are inactive results; ? = inconclusive; . = not tested or not shown. Rule as the data show it, unless noted: active = inhibition above about 40%.

no.	SMILES	Bcl-XL Bim block	RGS7-Gao reg	RGS4-Gao reg	GSH fluor	Bim-Bcl-W	Bcl-2 Bim block	Bcl-B Bim block	RGS8-Gao	ABCB1 inh	Bim-Bfl-1	ABCG2 block
1	CC(=O)c1ccccc1NC(=O)COC(=O)/C=C/c1ccc(C)o1	-4	97	97	16	-2	-3	-22	96	0.2	-4	2
2	N/C(=N\OC(=O)C1CCCCC1)c1ccccn1	-3	107	102	12	0	-7	-9	103	0.3	-9	8
3	COc1cc2nc(NCC3CCCO3)n3nc(-c4cccnc4)nc3c2cc1OC (stereo not drawn)	-13	99	99	33	2	-9	-8	99	6.4	-13	6
4	COc1ccccc1NC(=O)CN(C)S(=O)(=O)c1ccc(F)cc1	-15	102	101	32	-4	-8	-12	101	0.7	-15	11
5	CCOC(=O)c1cc2c(nc1NC(=S)Nc1ccccc1)CC(C)(C)OC2	-8	107	108	12	-5	-9	-9	106	-0.2	-7	-1
6	CC1=NC(Nc2nc(C)c3ccccc3n2)=NC(C)(C)C1	0	101	100	26	-1	-11	-8	100	1.5	-9	7
7	CCN(CC)S(=O)(=O)c1ccc(NCC2COc3ccccc3O2)c([N+](=O)[O-])c1 (stereo not drawn)	-7	102	99	12	-7	-12	-10	100	1.5	-14	31
8	COc1ccc(/C=C(\C#N)C(=O)OCC(=O)NC2CC2)cc1	-2	?	87	10	-2	-7	-1	94	0.3	-9	9
9	CCOc1ccc(CCNC(=O)C(C)n2nc(C)n3c(cc4occc43)c2=O)cc1OCC (stereo not drawn)	0	97	96	14	-2	-1	-2	98	1.2	-3	3
10	COC(=O)c1ccccc1NC(=O)C1CC(=O)N(c2ccccc2)C1 (stereo not drawn)	-3	99	101	17	1	-1	-5	101	0.6	-9	4
11	CC(=O)Nc1ccc(S(=O)(=O)NCC(=O)OCc2ccccc2)cc1	-2	103	107	5	-1	-1	-3	108	0.1	-1	1
12	Cn1c(=O)c2ccccc2n(Cc2ccccc2F)c1=O	-4	99	97	11	-4	-1	-7	97	1.9	-3	6
13	CC1(C)NC(=O)N(CCCCOc2ccccc2[N+](=O)[O-])C1=O	-1	?	94	15	0	-1	-2	96	1.5	-4	13
14	CCOC(=O)c1[nH]c2ccc(OC)cc2c1NC(=O)CCN1CCC(C)CC1	-2	94	94	23	0	-4	-2	96	0.7	-1	3
15	CCN(CC(=O)Nc1ccc(C(=O)OC)cc1)Cc1ccccc1	2	102	95	16	0	3	2	99	0.6	-1	11
16	CCCCOc1ccc(C(=O)NCC2(c3ccc(OC)cc3)CCOCC2)cc1	-4	97	97	11	-4	-3	-9	95	2.8	-7	63
17	Cc1ccc(C(=O)N/N=C\C=C\c2ccccc2[N+](=O)[O-])cn1	1	114	104	21	2	5	3	105	1.0	-2	8
18	O=C(O)CCCCCNc1nc(=S)[nH]c2ccccc12	0	102	102	6	-3	0	3	108	0.2	0	0
19	CC(C(=O)O)n1cc(Cl)cn1 (stereo not drawn)	2	101	104	15	1	-2	0	103	-1.3	-2	2
20	COc1ccc(CCN2C(=O)C3C4C=CC(C3C2=O)C2C(=O)N(CCc3ccc(OC)c(OC)c3)C(=O)C42)cc1OC (stereo not drawn)	-5	103	104	34	0	-8	-12	100	6.6	-16	10
21	CCCCNc1c(N)n(CCCC)c(=O)[nH]c1=O	0	97	99	5	0	2	-5	101	1.1	2	-3
22	CCn1c(SCc2ccc(Cl)cc2Cl)nc2nc3c(cc2c1=O)CCCC3	1	98	98	4	3	-3	-2	99	2.4	-4	4
23	O=C(CSc1nc2ccccc2[nH]1)NCc1ccc2c(c1)OCO2	-6	98	98	15	-4	-6	-11	100	0.0	-7	13
24	COC(=O)Cc1c(C)nc2nc(-c3cccnc3)[nH]n2c1=O	0	92	97	36	-3	-9	-4	100	0.9	-15	3
25	O=c1c(Cl)c(O)c2cccc3c4ccccc4n1c23	-9	100	99	21	0	2	0	97	-4.1	5	-4
26	CC(C)c1onc(C(=O)Nc2cccc(Cl)c2)c1[N+](=O)[O-]	-6	102	99	11	0	-1	-3	100	1.2	-6	59
27	O=C(O)c1ccc(OCCn2ccnc2)cc1	-1	102	99	13	-3	-7	-2	102	0.5	-4	2
28	O=C(Nc1nnc(SCc2ccc(F)cc2)s1)C1Cc2ccccc2CN1C(=O)c1ccco1 (stereo not drawn)	-1	104	102	11	-3	0	0	104	0.2	-1	1
29	CCNC(=O)CCSc1nc(C)cc(C)n1	-7	106	99	11	-1	1	-25	98	0.9	6	3
30	COc1ccc(NC(=O)CN2C(=O)C(c3ccccc3)=NC23CCCCCC3)cc1OC	23	92	93	14	18	19	14	89	3.5	27	16
31	Nn1c(SCC(=O)N2CCCCCC2)nnc1-c1ccncc1	0	99	76	48	-4	1	0	85	-0.8	-2	0
32	CCCCC(=O)Nc1ccc(C(=O)NCCc2ccc(S(N)(=O)=O)cc2)cc1	1	?	102	18	1	0	-3	103	0.1	-2	-2
33	CCC(C)c1ccc(OCCn2cc(/C=N/NC(=O)CSc3nnc(C)s3)c3ccccc32)cc1 (stereo not drawn)	-3	99	102	27	0	-6	-3	101	0.2	-12	2
34	CCN1C(=O)/C(=C/c2nc3ccccc3c(=O)n2-c2ccc(C)cc2)c2ccccc21	-4	100	98	15	-5	-2	-5	106	1.8	2	5
35	O=C(CC1SC(=Nc2ccccc2)N(CCCO)C1=O)Nc1ccc(Cl)cc1 (stereo not drawn)	1	105	103	17	0	-1	-1	104	0.6	-1	5
36	Cc1cc(C)nc(SCc2nnc(SCC(=O)O)n2-c2ccccc2)n1	0	90	96	11	0	-3	0	97	0.9	-1	7
37	CC(C)N(C(=O)C(F)(F)F)C(C(=O)NC1CCCCC1)c1ccncc1 (stereo not drawn)	-7	98	104	19	-3	-6	-7	103	-0.2	-1	0
38	CC(=O)Nc1ccc(NC(=O)c2cccc(C(=O)OC(C)C)n2)cc1	-14	99	101	17	-6	1	0	100	0.7	3	3
39	COc1ccc(C(c2c(C)[nH]n(-c3ccccc3)c2=O)c2c(C)[nH]n(-c3ccccc3)c2=O)cc1OC	5	90	95	9	2	-2	3	84	.	-5	.
40	CC(=O)N[C@H]1C[C@@H]1c1ccccc1	-1	95	95	24	-1	-4	-5	100	0.6	-1	2
41	COc1cccc(NC(=O)COC(=O)c2nc3nccc(C)n3n2)c1	-1	101	102	12	-1	-4	-1	101	-0.1	-1	0
42	CC(C)Oc1ccc(C(=O)N/N=C/c2ccc(-c3ccc(S(=O)(=O)Nc4ncccn4)cc3)o2)cc1	-10	77	71	34	0	-2	-2	94	-0.4	-12	-1
43	CCOC(=O)c1cc2occc2n1CC(=O)NC1CCC(C)CC1 (stereo not drawn)	2	92	93	56	4	-2	-3	94	1.1	-8	5
44	CCCc1nc2c(nnn2Cc2ccccc2Cl)c(=O)[nH]1	-2	98	96	18	-1	-1	-1	99	0.5	-6	3
45	Cc1cc(C)cc(NC(=O)c2ccc(CSc3nnc(C)s3)cc2)c1	-10	99	95	42	0	-12	-12	101	1.1	-12	8
46	Cc1ccc(NC(=O)CCn2cccc2)cc1F	-1	99	99	41	1	-9	-3	97	0.2	-10	5
47	Cc1ccc(N(CC(=O)NCCSc2nc3ccccc3s2)S(=O)(=O)c2ccccc2)c(C)c1	-5	103	99	15	0	-7	-11	99	2.0	-2	6

Entries shown so far with an aryl methoxy group:
no.	SMILES	Bcl-XL Bim block	RGS7-Gao reg	RGS4-Gao reg	GSH fluor	Bim-Bcl-W	Bcl-2 Bim block	Bcl-B Bim block	RGS8-Gao	ABCB1 inh	Bim-Bfl-1	ABCG2 block
3	COc1cc2nc(NCC3CCCO3)n3nc(-c4cccnc4)nc3c2cc1OC (stereo not drawn)	-13	99	99	33	2	-9	-8	99	6.4	-13	6
4	COc1ccccc1NC(=O)CN(C)S(=O)(=O)c1ccc(F)cc1	-15	102	101	32	-4	-8	-12	101	0.7	-15	11
8	COc1ccc(/C=C(\C#N)C(=O)OCC(=O)NC2CC2)cc1	-2	?	87	10	-2	-7	-1	94	0.3	-9	9
14	CCOC(=O)c1[nH]c2ccc(OC)cc2c1NC(=O)CCN1CCC(C)CC1	-2	94	94	23	0	-4	-2	96	0.7	-1	3
16	CCCCOc1ccc(C(=O)NCC2(c3ccc(OC)cc3)CCOCC2)cc1	-4	97	97	11	-4	-3	-9	95	2.8	-7	63
20	COc1ccc(CCN2C(=O)C3C4C=CC(C3C2=O)C2C(=O)N(CCc3ccc(OC)c(OC)c3)C(=O)C42)cc1OC (stereo not drawn)	-5	103	104	34	0	-8	-12	100	6.6	-16	10
30	COc1ccc(NC(=O)CN2C(=O)C(c3ccccc3)=NC23CCCCCC3)cc1OC	23	92	93	14	18	19	14	89	3.5	27	16
39	COc1ccc(C(c2c(C)[nH]n(-c3ccccc3)c2=O)c2c(C)[nH]n(-c3ccccc3)c2=O)cc1OC	5	90	95	9	2	-2	3	84	.	-5	.
41	COc1cccc(NC(=O)COC(=O)c2nc3nccc(C)n3n2)c1	-1	101	102	12	-1	-4	-1	101	-0.1	-1	0
